Screens as filed in PubChem.
D1 ag – Allosteric Agonists of the Human D1 Dopamine Receptor: qHTS | D(1A) dopamine receptor (Homo sapiens), P21728 | HEK293 T-REx D1 cells, calcium flux, agonist mode | activation, % at 2 µM | 360,000 tested, 1% active | AID 504660, 2011; in the data active = activation above about 30%; also: 0% is about no effect
Target sequence (P21728 whole entry, looked up): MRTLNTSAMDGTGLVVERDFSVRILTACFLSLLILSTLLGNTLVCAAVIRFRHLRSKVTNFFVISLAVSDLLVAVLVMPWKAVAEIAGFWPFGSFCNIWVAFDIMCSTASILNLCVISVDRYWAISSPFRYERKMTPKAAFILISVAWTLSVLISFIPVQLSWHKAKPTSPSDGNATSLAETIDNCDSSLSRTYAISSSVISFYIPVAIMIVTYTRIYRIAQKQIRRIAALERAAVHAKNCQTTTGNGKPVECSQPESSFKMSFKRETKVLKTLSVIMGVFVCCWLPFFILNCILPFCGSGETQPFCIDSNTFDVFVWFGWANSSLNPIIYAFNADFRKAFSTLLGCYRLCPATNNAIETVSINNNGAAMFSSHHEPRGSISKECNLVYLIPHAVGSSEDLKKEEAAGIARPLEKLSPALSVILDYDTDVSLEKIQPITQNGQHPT
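Tetracycline-induced HEK293 TREx D1 cells, force-coupled to calcium signalling, were dye-loaded with a no-wash calcium kit. Compound was pin-added after a 10 s baseline. Fluorescence was read kinetically at 1 cycle/s for 180 s, with calcium rises flagged as agonism.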
TRHR ag – qHTS for Small Molecule Agonists and Allosteric Enhancers of Human TRH Receptor: Primary Screen for Agonists; TRHR cells, calcium flux fluo-8, FDSS agonist mode; activation, % at 2 µM; 360,000 tested, 0.18% active; AID 493084, 2011; in the data active = activation above about 30%; also: 0% is about no effect
Target sequence (P34981 whole entry, looked up): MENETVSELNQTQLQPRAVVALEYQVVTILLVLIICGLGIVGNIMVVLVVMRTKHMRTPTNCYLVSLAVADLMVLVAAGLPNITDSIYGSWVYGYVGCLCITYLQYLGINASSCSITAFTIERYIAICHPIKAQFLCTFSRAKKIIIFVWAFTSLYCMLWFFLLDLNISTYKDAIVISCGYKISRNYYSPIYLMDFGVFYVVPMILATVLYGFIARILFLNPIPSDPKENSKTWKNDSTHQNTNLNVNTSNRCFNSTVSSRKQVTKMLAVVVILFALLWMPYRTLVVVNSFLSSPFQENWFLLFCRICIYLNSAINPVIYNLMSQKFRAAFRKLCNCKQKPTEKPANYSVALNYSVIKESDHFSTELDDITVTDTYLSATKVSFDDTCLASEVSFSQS
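Agonist-mode FDSS calcium read (Ex 480/Em 530, 1 s cycles) in 1536-well TRHR cells with fluo-8 dye, after 10-cycle baseline and 23 nL compound addition; TRH at EC20 (10 nM final) added afterwards for the enhancer phase.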
Apoferritin bind – qHTS Assay for Identification of Novel General Anesthetics; Ferritin light chain (Equus caballus), P02791; apoferritin/1-aminoanthracene competitive binding, fluorescence; Potency, µM (top dose mostly 77.5 µM), without a hit: at the highest dose activity change, negative = displacement, most hits filed as inhibitors; 350,000 tested, 0.074% active; also: potency is read from the fitted curve at half-maximal effect; % is scaled to controls: 0 for no effect and ±100 for the full control effect; nearly all actives have a fitted effect of over 20% in size
Target sequence (P02791 2-175 limits assumed): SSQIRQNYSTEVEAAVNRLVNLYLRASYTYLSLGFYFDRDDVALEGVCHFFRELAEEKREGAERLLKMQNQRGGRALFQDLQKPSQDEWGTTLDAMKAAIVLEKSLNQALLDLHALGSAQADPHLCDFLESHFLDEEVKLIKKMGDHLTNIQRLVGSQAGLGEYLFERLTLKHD
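Steps: apoferritin (10 uM) was premixed with half-saturated 1-AMA in PBS, compounds were pin-transferred, plates stood 10 min at room temperature, fluorescence was read at 380/535 nm, and curves were fitted with a Hill equation.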
D2 potentiator – HTS Assay for Positive Allosteric Modulators of the Human D2 Dopamine Receptor: Primary Screen for Potentiators; AID 485347, 2010; D(2) dopamine receptor (Homo sapiens), P14416; 340,000 tested, 0.34% active; HEK293 T-REx D2, calcium flux, EC20 dopamine potentiation; potentiation, % at 10 µM;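 active = potentiation over 3 SD above the plate norm, cut at about 30% in these data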; also: 0% is about no effect
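Primary screen. Calcium kinetics in induced HEK293 T-REx D2 cells: compound pre-addition 180 s, EC20 dopamine, 180 s more.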
D1 antagonist – Antagonist of Human D 1 Dopamine Receptor: qHTS | activity change, negative = inhibition, % at 10 µM | HEK293 TREx D1 cells, calcium flux, dopamine EC80; stronger effect = lower value | AID 504652, 2011 | 360,000 tested, 3.2% active | D(1A) dopamine receptor (Homo sapiens), P21728; in the data active = activity change below about -30%; also: % is scaled to controls: 0 for no effect and ±100 for the full control effect
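Kinetic fluorescence of a calcium dye serves as the read-out. D1-expressing Hek293 Trex cells, induced overnight at 30 C, are exposed to compound for 180 s before an EC80 dopamine addition, then read 180 s further.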
D1 potentiator – Potentiators of Human D1 Dopamine Receptor: qHTS; D(1A) dopamine receptor (Homo sapiens), P21728; AID 504651, 2011; HEK293 TREx D1 cells, calcium flux, dopamine EC20 potentiation; potentiation, % at 10 µM; 360,000 tested, 0.036% active; in the data active = potentiation above about 30%; also: 0% is about no effect
TRHR enhancer – qHTS for Small Molecule Agonists and Allosteric Enhancers of Human TRH Receptor: Primary Screen for Enhancers; enhancement, % at 2 µM; Thyrotropin-releasing hormone receptor (Homo sapiens), P34981; TRHR cells, fluo-8 calcium fluorescence, EC20 TRH enhancement; 360,000 tested, 0.66% active; in the data active = enhancement above about 30%; also: 0% is about no effect
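TRHR-expressing cells loaded with fluo-8 calcium dye were read kinetically (ex 480/em 530) during compound addition, then stimulated with an EC20 of TRH (10 nM final). Enhancement of the Gq-mediated intracellular calcium response was scored.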
RXFP1 antagonist – qHTS Assay for Antagonists of the Relaxin Receptor RXFP1 | HEK293-RXFP1, relaxin-stimulated cAMP HTRF, 30 min; stronger effect = lower value | activity change, negative = inhibition, % at 57.5 µM | 350,000 tested, 0.59% active | AID 1259400, 2018;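 active = activity change of -60% or lower, but not beyond a set lower limit; inconclusive = change between -60% and -40%, or beyond the set limit; inactive = change above -40%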; also: % is scaled to controls: 0 for no effect and ±100 for the full control effect
RXFP1 agonist – qHTS Assay for Agonists of the Relaxin Receptor RXFP1; HEK293T-RXFP1 cAMP TR-FRET, 30 min; response scale: percent of porcine relaxin response, buffer zero; Potency, µM (highest dose often 57.5 µM), without a hit: at the highest dose activation, usual class: activators; 370,000 tested, 0.3% active; also: potency is read from the fitted curve at half-maximal effect; % is scaled to controls: 0 for no effect and ±100 for the full control effect; nearly all actives have a fitted effect of over 60% in size; many of its hits are not listed in these tables
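Agonist response is measured as cAMP accumulation in an RXFP1-transfected HEK293T line under PDE4 inhibition. Values are scaled between buffer-only and 29 nM porcine relaxin, and EC50s come from standard Hill equation fits.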
Numbers without * were called inactive; ? = inconclusive; . = not tested or not shown; [ ] = remark or other dose. Unless noted, calls follow the shape of the dose curve; as a rule, active = well fitted curve in the direction sought with a large enough effect; inconclusive = small, poorly fitted or top-dose-only effect, or another doubt; inactive = no such curve, though single readings can be large; an effect the other way counts as inactive or inconclusive.

#1 Cn1cc(C(=O)N2CCc3ccccc3C2)c(=O)c2cc(S(=O)(=O)N3CCOCC3)ccc21
#2 CCC1CN(C(=O)N2CCC(C(=O)NCCCc3ccccc3)CC2)c2cc(C)ccc2O1 (stereo not drawn)
#3 O=C(NCc1ccco1)c1ccc(N2CCOCC2)c([N+](=O)[O-])c1
#4 Cc1c(C(=O)NCc2ccccc2)sc2nc3n(c(=O)c12)CCC3
#5 CC(C)c1ccc(Nc2nnns2)cc1
#6 c1ccc2c(c1)Cn1nnnc1-2
Compound	1	2	3	4	5	6
D1 ag	-2	2	2	4	1	3
TRHR ag	0.5	-0.2	-1.1	-0.3	0.0	-0.2
Apoferritin bind	-7%	6%	-14%	?	-7%	-10%
D2 potentiator	2	-9	3	-5	0	.
D1 antagonist	-6	-14	-4	11	-4	7
D1 potentiator	0	1	-1	-6	0	6
TRHR enhancer	7	-9	23	-1	2	1
RXFP1 antagonist	-8	-69*	2	-9	-1	-3
RXFP1 agonist	13%	-0.4%	2.8%	0.1%	0.1%	-0.5%

#7 COc1cc(NC(=O)C(Cc2ccccc2)NS(=O)(=O)c2cccs2)cc(OC)c1 (stereo not drawn)
#8 CCOc1ccc(N(C(=O)CNC(=O)c2ccco2)C(C(=O)NC2CCCC2)c2ccco2)cc1 (stereo not drawn)
#9 CCCCC(c1nnnn1CCOC)N1CCN(C)CC1 (stereo not drawn)
#10 O=C(NC1CCN(C(=O)Nc2cccc(Cl)c2)CC1)C1CCCCC1
#11 Cn1cc(C(=O)N/N=C/c2ccc(Br)c([N+](=O)[O-])c2)c2ccccc21
#12 O=c1cc(-c2ccccc2)nc(SCc2ccc(Cl)cc2)[nH]1
Compound	7	8	9	10	11	12
D1 ag	1	3	0	6	0	0
TRHR ag	-0.7	-0.3	0.2	-0.1	0.3	1.7
Apoferritin bind	55%[activator]	-8%	-2%	7%	-8%	-6%
D2 potentiator	8	5	-2	0	-28	2
D1 antagonist	13	-23	-6	-8	-2	-15
D1 potentiator	6	-5	2	.	-4	-5
TRHR enhancer	-1	-6	0	1	7	5
RXFP1 antagonist	.	19	-1	15	-11	-16
RXFP1 agonist	-3.6%	2.1%	-0.2%	2.7%	-2.4%	-0.6%

#13 Cc1ccc(OCC(=O)NCCNC(=O)c2ccc(C)nc2)cc1
#14 COc1ccccc1Nc1nc(-c2ccccc2F)nc2ccccc12
#15 Cc1cc(C)c(S(=O)(=O)N2CCOC2CNC(=O)C(=O)NCc2ccccn2)c(C)c1 (stereo not drawn)
#16 C=CCNC(=O)CCCOc1cccc(C)c1
#17 CCOC(=O)c1cnc(-n2cc(C)cn2)nc1Nc1ccccc1OC
#18 CC1CCC/C(=C\Nc2ccc(C(=O)O)c(O)c2)C1=O (stereo not drawn)
Compound	13	14	15	16	17	18
D1 ag	1	-4	0	5	2	2
TRHR ag	-1.0	-1.0	0.3	0.4	-0.8	-0.8
Apoferritin bind	11%	184%[activator]	-8%	-7%	-4%	-13%
D2 potentiator	.	-13	8	-2	-3	-10
D1 antagonist	11	-6	-10	3	-15	0
D1 potentiator	-2	1	-3	-5	-4	-5
TRHR enhancer	-1	-2	5	4	0	1
RXFP1 antagonist	2	1	0	-12	-13	-11
RXFP1 agonist	-0.8%	-0.2%	-1.3%	-1.3%	4.4%	-0.5%

Arranged by the number under D2 potentiator (smallest number first): 3 of the compounds above.
entry	SMILES	D2 potentiator
18	CC1CCC/C(=C\Nc2ccc(C(=O)O)c(O)c2)C1=O (stereo not drawn)	-10
17	CCOC(=O)c1cnc(-n2cc(C)cn2)nc1Nc1ccccc1OC	-3
15	Cc1cc(C)c(S(=O)(=O)N2CCOC2CNC(=O)C(=O)NCc2ccccn2)c(C)c1 (stereo not drawn)	8

(further entries)
#19 COc1ccc(NC(=O)C(C)n2nc(-c3ccc(C)c(C)c3)ccc2=O)cc1OC (stereo not drawn)
#20 COc1ccc(NC(=O)c2cccc(OC(=S)N3CCOCC3)c2)cc1
#21 Cc1ccc2[nH]c(=O)c(CN(C(=O)c3cccc([N+](=O)[O-])c3)C(C)C)cc2c1
#22 Cc1ccc(C2=Nc3ccccc3NC(C)(c3ccc(C)o3)C2)o1 (stereo not drawn)
#23 NC(N)=NS(=O)(=O)c1ccc(NC(=S)NC(=O)c2ccccc2)cc1
#24 COC(=O)N/N=C/c1ccc(OC(=O)c2ccco2)c(OC)c1
Compound	19	20	21	22	23	24
D1 ag	0	3	0	4	2	1
TRHR ag	-0.2	0.3	-0.6	0.0	0.8	-0.4
Apoferritin bind	?	-3%	-12%	-16%	-7%	-1%
D2 potentiator	-4	1	-34	3	-8	.
D1 antagonist	-6	0	0	3	-4	3
D1 potentiator	-1	-1	6	5	-3	-6
TRHR enhancer	-1	3	1	2	0	-8
RXFP1 antagonist	-17	-1	-5	4	0	-13
RXFP1 agonist	3.7%	-1.1%	-0.9%	-0.2%	2.6%	-0.4%

Entries of single compounds, quoted from the list. Values in the order: D1 ag, TRHR ag, Apoferritin bind, D2 potentiator, D1 antagonist, D1 potentiator, TRHR enhancer, RXFP1 antagonist, RXFP1 agonist
Results for Cc1ccc2[nH]c(=O)c(CN(C(=O)c3cccc([N+](=O)[O-])c3)C(C)C)cc2c1 : 0, -0.6, -12%, -34, 0, 6, 1, -5, -0.9%
Results for COC(=O)N/N=C/c1ccc(OC(=O)c2ccco2)c(OC)c1 : 1, -0.4, -1%, ., 3, -6, -8, -13, -0.4%

Next section:
#25 Cc1ccc(F)cc1NC(=O)C1CCCN(c2ncccn2)C1 (stereo not drawn)
#26 CCCCNC(=O)CCNC(=O)c1ccc(C(C)(C)C)cc1
#27 Cc1ccc2oc(=O)c3cnn(CC(=O)N4CCN(c5cccc(C(F)(F)F)c5)CC4)c3c2c1
#28 COc1cc(S(=O)(=O)NCC2CCCO2)ccc1Br (stereo not drawn)
#29 CCOC(=O)CC(=O)CSc1nc2ccc(OC)cc2cc1C
#30 Cc1ccc(Cn2ccc(NC(=O)c3cc(C4CC4)on3)n2)cc1
Compound	25	26	27	28	29	30
D1 ag	-1	0	0	1	2	2
TRHR ag	0.4	-0.4	-0.7	-1.0	-0.2	-0.4
Apoferritin bind	1%	-9%	-6%	-16%	-12%	-4%
D2 potentiator	3	-3	-1	7	9	-5
D1 antagonist	1	4	-7	-19	-2	1
D1 potentiator	-1	-2	1	-6	0	-3
TRHR enhancer	8	2	-3	-4	8	2
RXFP1 antagonist	12	-5	-8	1	4	-4
RXFP1 agonist	-0.6%	0.7%	4.7%	-0.9%	10%	-0.4%

#31 CCOC(=O)C1=C(C)N(c2ccccc2)C(=O)NC1c1cccc([N+](=O)[O-])c1 (stereo not drawn)
#32 FC(F)(F)c1cc(-c2ccccc2)nc(-n2cncn2)n1
#33 COc1ccc(C(=O)Nc2ccccc2C(=O)Nc2cc(C)ccn2)cc1
#34 Cc1c(C)n(C(=O)CSc2nncn2C)c2ccccc12
#35 COc1ccc(CN(Cc2nc3ccccc3c(=O)[nH]2)C(=O)c2ccco2)cc1
#36 Cc1cccc2cc(CN(CC3CCCO3)C(=O)NC3CCCCC3)c(=O)[nH]c12 (stereo not drawn)
Compound	31	32	33	34	35	36
D1 ag	1	1	2	1	4	0
TRHR ag	0.1	-0.1	-0.7	-0.7	0.1	-0.1
Apoferritin bind	-17%	-4%	-10%	-8%	-14%	-15%
D2 potentiator	10	7	-6	-6	8	-9
D1 antagonist	-12	7	2	0	-5	11
D1 potentiator	3	-1	13	-8	-8	4
TRHR enhancer	0	0	-4	-1	-4	-9
RXFP1 antagonist	.	14	-8	6	-16	7
RXFP1 agonist	0.3%	0.4%	-5.2%	-0.4%	1.8%	-0.1%

#37 O=C(NCC(=O)N(c1ccccc1)C(C(=O)NC1CCCC1)c1cccnc1)c1ccco1 (stereo not drawn)
#38 O=C(NC1CC1)c1ccc(CSCc2cccc(F)c2)o1
#39 Cc1c(NS(=O)(=O)c2cccc([N+](=O)[O-])c2)c(=O)n(-c2ccccc2)n1C
#40 Cc1nc(NCc2ccc(S(N)(=O)=O)cc2)c2c(C)c(C)sc2n1
#41 Nc1nc2n(n1)C(c1cccc(Br)c1)CC(c1ccccc1)N2 (stereo not drawn)
#42 COc1cccc(/C=C2\SC(=S)N(CCCC(=O)N3CCCCC3)C2=O)c1
#43 O=C(CN1CCN(S(=O)(=O)c2ccccc2F)CC1)Nc1ccnn1C1CCCC1
#44 O=C(NCc1ccco1)c1ccc2c(c1)N(Cc1ccccc1)C(=O)c1ccccc1S2
Compound	37	38	39	40	41	42	43	44
D1 ag	3	10	0	0	1	7	6	-1
TRHR ag	-0.3	-1.1	0.2	-1.2	1.2	0.3	-0.2	0.7
Apoferritin bind	4%	-15%	2%	-7%	21%	-10%	.	5%
D2 potentiator	17	1	0	.	-6	6	7	-13
D1 antagonist	-2	10	2	15	13	-1	-40*	-27
D1 potentiator	-10	-1	-3	-8	0	2	-10	0
TRHR enhancer	6	10	3	7	-6	20	0	-5
RXFP1 antagonist	2	.	-3	3	-3	-4	-1	-19
RXFP1 agonist	-1.5%	0.5%	-0.2%	?	1.5%	0.2%	-0.2%	-2.1%

This is a subset. The share of hits here may be higher or lower than overall.
